Jurkat NFkB inh: inhibitors of the PMA/ionomycin-induced NF-kB reporter in Jurkat cells; PMA/ionomycin-induced NF-kB luciferase reporter, luminescence; inhibition, % at 4 µM; AID 435003; actives 0.53% (n = 330,000); in the data active = inhibition above about 50%
CCR6 antag: antagonists of human CCR6 receptor; P51684; CHO-K1 CCR6 PathHunter beta-arrestin, luminescence, CCL20-stimulated; inhibition, % at 20 µM; actives 0.49% (n = 340,000);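 active = compounds whose inhibition of the agonist-driven luminescence signal at 20 µM reaches about 50%, limit read from the data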;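 also: cells stimulated with CCL20 at 14 nM final; plate controls were DMSO with CCL20 for no effect and DMSO without agonist for full effect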
Target sequence (P51684 whole entry, looked up): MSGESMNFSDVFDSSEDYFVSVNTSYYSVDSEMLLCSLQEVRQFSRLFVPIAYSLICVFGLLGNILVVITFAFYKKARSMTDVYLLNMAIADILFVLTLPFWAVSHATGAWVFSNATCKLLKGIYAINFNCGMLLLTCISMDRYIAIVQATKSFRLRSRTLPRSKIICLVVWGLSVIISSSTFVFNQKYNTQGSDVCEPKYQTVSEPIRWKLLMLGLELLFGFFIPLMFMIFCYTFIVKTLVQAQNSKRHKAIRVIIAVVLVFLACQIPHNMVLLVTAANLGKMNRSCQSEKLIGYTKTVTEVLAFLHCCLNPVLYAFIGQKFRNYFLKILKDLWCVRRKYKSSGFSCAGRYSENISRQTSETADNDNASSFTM
Gli-Sufu block: antagonists of Gli-Sufu signaling; Sufu-KO-LIGHT fibroblasts, Gli luciferase reporter luminescence; inhibition, % at 5 µM; actives 0.74% (n = 340,000);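 active = inhibition above about 55%, limit read from the data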;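 also: 0% = DMSO-treated cells and 100% = wells with medium but no cells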
APJ antag: blocks the human apelin receptor APJ | actives 0.32% (n = 330,000) | CHO-K1 APJ beta-arrestin complementation, luminescence | inhibition, % at 20 µM;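 active = inhibition above about 40% at 20 µM, limit read from the data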;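 also: cells challenged with 10 nM apelin-13 agonist together with compound; plate controls were apelin-13 plus DMSO wells for no effect and DMSO wells lacking apelin-13 for full effect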
Target sequence (P35414 whole entry, looked up): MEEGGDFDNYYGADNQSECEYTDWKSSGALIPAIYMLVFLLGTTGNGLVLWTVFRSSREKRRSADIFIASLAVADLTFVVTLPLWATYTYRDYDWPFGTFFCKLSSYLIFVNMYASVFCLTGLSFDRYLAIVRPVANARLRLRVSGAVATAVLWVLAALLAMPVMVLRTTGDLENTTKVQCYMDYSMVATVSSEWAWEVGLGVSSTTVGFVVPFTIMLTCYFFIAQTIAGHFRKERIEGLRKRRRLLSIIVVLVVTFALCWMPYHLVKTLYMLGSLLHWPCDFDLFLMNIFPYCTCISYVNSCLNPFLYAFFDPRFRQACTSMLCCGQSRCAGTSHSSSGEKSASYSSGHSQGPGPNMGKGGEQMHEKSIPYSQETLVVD
UBC13 polyUb: inhibitors of human UBC13 polyubiquitin chain formation | TR-FRET | inhibition, % at 20 µM | actives 0.47% (n = 330,000) | AID 485273; in the data active = inhibition above about 45%, passing the limit was not always enough
Target sequence (P61088 whole entry, looked up): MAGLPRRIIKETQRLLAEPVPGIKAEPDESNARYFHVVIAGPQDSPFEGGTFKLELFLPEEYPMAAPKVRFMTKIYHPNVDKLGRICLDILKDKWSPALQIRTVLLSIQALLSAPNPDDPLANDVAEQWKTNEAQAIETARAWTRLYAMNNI
EBI2 antag: blocks human EBI2 receptor beta-arrestin signaling | P32249 | EBI2 beta-arrestin recruitment, luminescence, 7a,25-OHC stimulated | inhibition, % at 5 µM | actives 0.81% (n = 360,000); in the data active = inhibition above about 38%;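 also: enzyme fragment complementation signal reports receptor beta-arrestin coupling in cells; 0% = agonist plus DMSO wells and 100% = wells without agonist; some results beyond the cut were filed as inactive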
697 NFkB inh: inhibitors of the PMA/ionomycin-induced NF-kB reporter in 697 B cells. AID 435022. 697 B-cell NF-kB luciferase reporter, 16 h. actives 0.33% (n = 330,000). inhibition, % at 4 µM; in the data active = inhibition above about 35%
CXCR6 block: CXCR6 (human) receptor inhibition | CHO-K1 PathHunter CXCR6 beta-arrestin, luminescence | inhibition, % at 20 µM | O00574 | AID 602244 | actives 0.36% (n = 360,000); in the data active = inhibition above about 34%, passing the limit was not always enough;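 also: antagonist mode with CXCL16 agonist at 10 nM final; 0% = 10 nM CXCL16 with DMSO and 100% = unstimulated wells without agonist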
The depositor's hits bear a star; . = not tested or not shown.

compound | Jurkat NFkB inh | CCR6 antag | Gli-Sufu block | APJ antag | UBC13 polyUb | EBI2 antag | 697 NFkB inh | CXCR6 block
CSCCC1NC(=O)N(CC(=O)Nc2ccc(-c3ccccc3)cc2)C1=O (stereo not drawn) | -36 | 4 | -3 | -33 | -8 | 2 | -47 | 2
CC(=O)c1sc(NS(=O)(=O)c2ccc(C)cc2)nc1-c1ccccc1 | 5 | 10 | -19 | 8 | -17 | 13 | 5 | 12
Cc1c(C(=O)N2CCCC2)oc2c1-c1nn(CC(=O)NCCCN3CCCCC3)cc1CC2 | -20 | 0 | 5 | 6 | -9 | -3 | -22 | -4
COc1ccc(CC(=O)NC2CC(C)(C)NC(C)(C)C2)cc1 | -5 | 3 | 2 | 4 | -5 | 1 | -37 | -11
Cc1ccc(S(=O)(=O)c2nc(-c3ccc(F)cc3)oc2N2CCOCC2)cc1 | 8 | 13 | 8 | 12 | 6 | -2 | 1 | 3
Cc1ccc(Cl)cc1N1C(=O)CC(C)(C)CC1=O | -3 | -16 | 0 | 20 | 8 | -5 | 1 | 5
OCC(O)C1OC(c2ccco2)OC(CO)C1O (stereo not drawn) | . | 11 | 5 | . | . | -4 | . | -6
CCOc1ccccc1OCC(=O)NCCc1ccc(S(N)(=O)=O)cc1 | 0 | 0 | -10 | -6 | -6 | -3 | 9 | 3
COc1ccc(S(=O)(=O)Nc2cc(Cl)ccc2OC)cc1 | . | -4 | 19 | . | . | 6 | . | -7
CCCCCC1NC(=O)NC1CCCCCC(=O)O (stereo not drawn) | 6 | -15 | 3 | -1 | 9 | 2 | 0 | 2
C[C@H](CO)N1C[C@H](C)[C@@H](CN(C)S(=O)(=O)c2ccc(F)cc2)Oc2ccc(NS(=O)(=O)c3ccc(F)cc3)cc2C1=O | 6 | 4 | -2 | 14 | 2 | -5 | 7 | -5
O=C(COc1ccc(N2C(=O)c3ccccc3C2=O)cc1)c1ccccc1 | -9 | 15 | 2 | -8 | -15 | -12 | 1 | 0
CCCNC(=S)NCc1ccc(Cl)cc1 | 25 | 4 | 2 | 5 | -8 | -6 | -42 | 1
CCN(C(=O)COC(=O)c1oc2ccccc2c1C)c1c(N)n(Cc2ccccc2)c(=O)[nH]c1=O | -3 | 3 | -4 | 5 | 6 | 0 | 20 | -3
O=C(Nc1ccc(Cl)cc1)Nn1cnc2ccccc2c1=O | -8 | 13 | -7 | -18 | 9 | -3 | -9 | -6
CC(C)(C)c1ccc(C(=O)Nc2c3c(nn2C(C)(C)C)CS(=O)(=O)C3)cc1 | 11 | 9 | 7 | -37 | -3 | 10 | 7 | 0
Cc1ccc(C(c2sc3nc(C)nn3c2O)N2CCN(C(=O)c3ccco3)CC2)cc1 (stereo not drawn) | 8 | 8 | 1 | 12 | -6 | -2 | 4 | -5
CCOC(=O)C1(Cc2ccccc2)CCCN(C(=O)c2cnn(CC)c2)C1 (stereo not drawn) | -50 | 7 | -10 | -3 | 3 | -3 | -80 | -6
CCCS(=O)(=O)c1c(S(=O)(=O)CCC)c2c(C(N)=O)cccn2c1C(=O)c1ccc(F)cc1 | -3 | 7 | -19 | 12 | -10 | -3 | -14 | -4
O=C(NCCc1ccccc1)C(=O)c1c(-c2ccccc2)[nH]c2ccccc12 | 3 | -1 | 3 | 9 | 5 | 1 | 13 | -7

In another format: entries from further up
C[C@H](CO)N1C[C@H](C)[C@@H](CN(C)S(=O)(=O)c2ccc(F)cc2)Oc2ccc(NS(=O)(=O)c3ccc(F)cc3)cc2C1=O
  Jurkat NFkB inh = 6	CCR6 antag = 4	Gli-Sufu block = -2	APJ antag = 14	UBC13 polyUb = 2	EBI2 antag = -5	697 NFkB inh = 7	CXCR6 block = -5

O=C(COc1ccc(N2C(=O)c3ccccc3C2=O)cc1)c1ccccc1
  Jurkat NFkB inh = -9	CCR6 antag = 15	Gli-Sufu block = 2	APJ antag = -8	UBC13 polyUb = -15	EBI2 antag = -12	697 NFkB inh = 1	CXCR6 block = 0

The list continues:
compound | Jurkat NFkB inh | CCR6 antag | Gli-Sufu block | APJ antag | UBC13 polyUb | EBI2 antag | 697 NFkB inh | CXCR6 block
CCOc1cc(/C=C2/NC(=O)N(CC(=O)OC)C2=O)ccc1OC | -3 | -1 | -6 | -5 | -23 | 3 | -5 | 2
CCCn1ncc(CN2CCN(CCc3ccccc3)C(CCO)C2)c1C (stereo not drawn) | 1 | -6 | 16 | 5 | 9 | -10 | 20 | -4
Cc1ccc(CN2CCN(Cc3ccc(Oc4ncccn4)cc3)CC2CCO)cc1 (stereo not drawn) | 8 | 9 | 7 | 28 | -3 | -2 | 12 | -1
CCOC(=O)C(NC(=O)Nc1cccc(C)n1)(OCC(F)(F)F)C(F)(F)F (stereo not drawn) | -15 | 16 | -4 | -3 | -12 | 0 | -6 | -2
Cc1ccc(-c2c(C(=O)NCc3ccc(F)cc3)oc(=O)c3ccccc23)cc1 | 0 | 16 | 4 | 0 | 12 | -1 | 5 | 8
Cc1nc(NC(=O)c2ccccc2)sc1-c1csc(Nc2ccc(Cl)cc2Cl)n1 | 12 | . | . | -17 | -10 | . | -30 | .
Cc1nc2cc(NC(=O)c3ccco3)ccc2n1C | -89 | 4 | -54 | -1 | -1 | -25 | -73 | -2
CCn1ncc(CN2CCCC(CNC(=O)c3ccc(F)cc3)C2)c1C (stereo not drawn) | 10 | 1 | 8 | -24 | 2 | 1 | 0 | -1
COc1ccc(OCC(=O)N/N=C(\C)CC(=O)Nc2ccc(OC)cc2[N+](=O)[O-])cc1 | -7 | 2 | -4 | -26 | -6 | 3 | 6 | 5
N#CCc1ccc(NS(=O)(=O)c2cccs2)cc1 | -12 | 8 | 2 | -1 | -14 | -3 | 12 | -4
CCOc1c2ccc(C(=O)NCc3ccco3)cc2nn1CCOC | 1 | -11 | -1 | -11 | 6 | 0 | -2 | -2
COc1nc(Oc2ccc(=O)n(C)n2)nc(N(C)C)n1 | 6 | 8 | 1 | 7 | -4 | -1 | 5 | -8
Cc1cccn2c(=O)c(/C=C(\C#N)C(=O)NCc3ccco3)c(N3CCOCC3)nc12 | 7 | 1 | 6 | -5 | 0 | 11 | 19 | 5
CC(C)C(=O)Nc1c2c(nn1-c1ccc(F)cc1)CSC2 | 12 | 15 | 4 | 12 | 6 | 8 | 21 | 5
COc1ccccc1C(=O)NCC(=O)NNc1ncnc(N)c1[N+](=O)[O-] | -4 | . | . | 20 | -20 | . | 12 | .
N#Cc1c(NC(=O)CSC2=NCCS2)sc2c1CCCC2 | -9 | 12 | -16 | 11 | -5 | 23 | -46 | -5
COc1ccc(C(C(=O)NCC2CCCO2)N(Cc2cccs2)C(=O)c2snc(C(N)=O)c2N)cc1OC (stereo not drawn) | -4 | -8 | 12 | -4 | -3 | 7 | -17 | 3
Cc1nn(-c2ccccc2)c2c1C(=O)NC(=O)C(C)(C)C2 | 12 | -3 | 2 | 7 | 1 | -16 | -19 | -6
COc1cc(CCC(=O)OCn2nnc3ccccc3c2=O)cc(OC)c1OC | 5 | 3 | 4 | 13 | -2 | -7 | 4 | -14
Cc1sc(-c2ccncc2)nc1OC(=O)c1cc(Cl)cc(Cl)c1 | 2 | 13 | -6 | 9 | 5 | -10 | 29 | -1
CN1/C(=C/C=N/NC(=O)c2ccc([N+](=O)[O-])cc2)C(C)(C)c2ccccc21 | -6 | 19 | 11 | 14 | -160 | -8 | 12 | -4
CCCn1nnc(NC(=S)NC(=O)c2cccs2)n1 | 1 | 24 | -13 | 24 | 8 | -3 | -7 | 14
O=C(c1cc(Cl)nc2ccccc12)N1CCN(S(=O)(=O)c2ccccc2[N+](=O)[O-])CC1 | 12 | 5 | 6 | -21 | 1 | -8 | 12 | -10
COc1ccc(/C=N/NC(=O)c2ccc(C)cc2)cc1CN1CCN(c2ccc(F)cc2)CC1 | -12 | 7 | -8 | -3 | -9 | 9 | -14 | 3
O=C(Nc1cccc(/C=C/c2ccccn2)c1)c1ccc(-n2cncn2)c([N+](=O)[O-])c1 | -20 | 4 | 3 | -56 | -7 | -29 | -39 | -12
CCCCCn1c(=O)[nH]c2cc(C(=O)NCCN3CCOCC3)ccc2c1=O | -3 | 8 | 3 | 7 | 1 | 6 | -11 | 14
Cc1ccccc1C(=O)N[C@H](C(=O)OCC(=O)NC1CC1)C(C)C | 4 | 1 | . | -1 | -3 | 3 | 5 | -7
N/C(=N\OC(=O)c1ccc([N+](=O)[O-])cc1Cl)c1ccccn1 | -24 | -14 | 2 | -85 | -6 | -13 | -60 | -15
CCc1nnc(NC(=O)c2ccc3ncsc3c2)s1 | -16 | 5 | -30 | 19 | 25 | 5 | -48 | 2
O=C(CCc1nc2ccccc2c(=O)[nH]1)OCCOc1ccc(Cl)cc1 | 6 | 8 | -7 | 3 | 4 | 7 | 9 | -2
CC(OC(=O)c1c2c(nc3ccccc13)/C(=C\c1ccc3c(c1)OCO3)CCC2)C(=O)Nc1ccc(S(N)(=O)=O)cc1 (stereo not drawn) | . | 4 | -7 | . | . | 4 | . | 3
COc1cccc(/C=C2\SC(=S)N(N3CCOCC3)C2=O)c1OC | -16 | 4 | 1 | 12 | -9 | 16 | -9 | -1
CCCc1cc(-c2nc(-c3ccc(Cl)cc3)cs2)ccn1 | -22 | 4 | -34 | 4 | 12 | 37 | -13 | 4
COc1ccc(CCNC(=O)Cc2ccccc2)cc1OC | 2 | 17 | -2 | 111* | -6 | 1 | 8 | 3
O=C(CCc1ccccc1)NC1CCCc2ccccc21 (stereo not drawn) | 1 | -9 | 3 | 4 | -3 | 2 | 1 | -1
C[C@H]1C(=O)N(C)CCN1C(=O)c1ccccc1OC1CCN(S(C)(=O)=O)CC1 | 1 | -2 | 0 | 14 | -11 | 0 | 5 | 3
CCN(CC)CCCNc1ncnc2scc(-c3ccc(F)cc3)c12 | -14 | 14 | 41 | 1 | 2 | 5 | -9 | -24
CCn1c(=O)c(=O)[nH]c2cc(C(=O)NC(C)c3ccc(S(N)(=O)=O)cc3)ccc21 (stereo not drawn) | -16 | -3 | -28 | 16 | -7 | -3 | -25 | -3
COc1cccc(-c2nc(CS(=O)(=O)CC(=O)Nc3cc(C)ccc3C)c(C)o2)c1 | -6 | 3 | 5 | 10 | 9 | -3 | 14 | -4
CCCCNC(=O)C12CCC(C)(C(=O)C1Br)C2(C)C (stereo not drawn) | -7 | 2 | -3 | 4 | 3 | -4 | -3 | -11
O=C(CN1C(=O)C2CC=CCC2C1=O)Nc1ccc(S(=O)(=O)NC2=NCCCCC2)cc1 (stereo not drawn) | -1 | 1 | -1 | 20 | 0 | 4 | 8 | -1
CCOC(=O)C1CCN(C(=O)Cc2ccc(OC)c(OC)c2)CC1 | 2 | -26 | 10 | -5 | -2 | 0 | 4 | -3
C=CCN1C(=O)C(CC(=O)O)SC1=Nc1ccc(C(=O)O)cc1 (stereo not drawn) | -11 | -4 | -3 | -4 | -8 | -7 | 5 | 7
CC(C)[C@H](N)c1nnc2n1N=C(c1ccc(Cl)cc1)CS2 | -4 | 4 | 2 | 6 | 0 | -1 | -2 | 3
O=C(CN1C(=O)COc2ccccc21)Nc1ccc(N2CCOCC2)cc1 | 0 | -3 | 6 | -18 | -15 | 5 | -7 | 0
CNC(=O)c1[nH]cnc1C(=O)Nc1ccccc1C | -3 | 1 | -9 | -3 | 5 | -8 | 1 | 3
Cc1cc(OCCN2CCCCCC2)ccc1[N+](=O)[O-] | -27 | 17 | 17 | -5 | 2 | -7 | -19 | -2
CCCC(=O)OCC(=O)NC1CCCc2ccccc21 (stereo not drawn) | -5 | 8 | 28 | -4 | 5 | 1 | 2 | -2
C/C(=N/Nc1ccc([N+](=O)[O-])cc1)c1ccc(C)cc1C | -32 | 25 | 0 | 18 | -9 | 18 | -9 | 2
COc1ccccc1Nc1nc(NCCCN(C)C)nc(N)c1[N+](=O)[O-] | 14 | 28 | 10 | 16 | 10 | -1 | 11 | 6
CNC(=O)COc1ncnc2scc(-c3ccc(F)cc3)c12 | 14 | 13 | -4 | 12 | -8 | -2 | -11 | -1
NC(=O)c1ccc[n+](CC(=O)OCCC23CC4CC(CC(C4)C2)C3)c1 | -6 | -21 | 9 | 2 | 10 | -2 | 7 | 9
CCN(CC)C(=O)c1ccc2c(c1)nnn2C | -7 | -6 | 3 | 1 | -20 | -5 | 2 | 6

Hits appear at their usual frequency (roughly 3% active in at least one column).
